Bioassay records (PubChem)
CCT chaperon mod – changes cytosolic chaperonin activity; purified chaperonin ATPase assay, HTRF ADP detection, 30 min; activity change, % (no concentration beside the values), hits read low; 360,000 compounds, 0.3% hits; in the data active = activity change below about -30%; note: % is set by controls: 0 for no effect and ±100 for the full control effect
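We incubate TRiC, 40 or 20 nM final, with library compounds at 76 uM and 10 uM ATP for 30 min at 37 °C. ADP formed is detected with Transcreener HTRF reagents after 30 min at room temperature.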
Akt phos inh – inhibitors of Akt phosphorylation | activity change, % for hits at 50 µM | 360,000 compounds, 0.32% hits | Neuro2A IGF-stimulated pAkt S473 HTRF, 20 min; stronger effect = lower value; in the data active = activity change below about -80%; inconclusive = mostly about -51% to -80%; note: % is set by controls: 0 for no effect and ±100 for the full control effect
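Neuro2A cells (4,500/well, DMEM with 0.5% FBS) were treated with compound at a single 50 µM final concentration, stimulated with 6 nM IGF for 20 min at 37 °C, and lysed. Phospho-Akt Ser473 was read by HTRF as 665/615 ratio ×10^4.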
EPAC2 antagonist – EPAC2 (human) antagonism. AID 720708. Q8WZA2. Potency, µM (top dose mostly 114 µM), for inactives: top-dose activity, negative = inhibition, hits mostly inhibitors. 360,000 compounds, 0.18% hits. EPAC2 GEF exchange of Rap1B-BODIPY-GDP, fluorescence; note: potency is the fitted concentration of half-maximal effect; % is set by controls: 0 for no effect and ±100 for the full control effect; nearly all actives have a fitted effect of over 45% in size; many of its hits are not listed in these tables
Target sequence (Q8WZA2 whole entry, looked up): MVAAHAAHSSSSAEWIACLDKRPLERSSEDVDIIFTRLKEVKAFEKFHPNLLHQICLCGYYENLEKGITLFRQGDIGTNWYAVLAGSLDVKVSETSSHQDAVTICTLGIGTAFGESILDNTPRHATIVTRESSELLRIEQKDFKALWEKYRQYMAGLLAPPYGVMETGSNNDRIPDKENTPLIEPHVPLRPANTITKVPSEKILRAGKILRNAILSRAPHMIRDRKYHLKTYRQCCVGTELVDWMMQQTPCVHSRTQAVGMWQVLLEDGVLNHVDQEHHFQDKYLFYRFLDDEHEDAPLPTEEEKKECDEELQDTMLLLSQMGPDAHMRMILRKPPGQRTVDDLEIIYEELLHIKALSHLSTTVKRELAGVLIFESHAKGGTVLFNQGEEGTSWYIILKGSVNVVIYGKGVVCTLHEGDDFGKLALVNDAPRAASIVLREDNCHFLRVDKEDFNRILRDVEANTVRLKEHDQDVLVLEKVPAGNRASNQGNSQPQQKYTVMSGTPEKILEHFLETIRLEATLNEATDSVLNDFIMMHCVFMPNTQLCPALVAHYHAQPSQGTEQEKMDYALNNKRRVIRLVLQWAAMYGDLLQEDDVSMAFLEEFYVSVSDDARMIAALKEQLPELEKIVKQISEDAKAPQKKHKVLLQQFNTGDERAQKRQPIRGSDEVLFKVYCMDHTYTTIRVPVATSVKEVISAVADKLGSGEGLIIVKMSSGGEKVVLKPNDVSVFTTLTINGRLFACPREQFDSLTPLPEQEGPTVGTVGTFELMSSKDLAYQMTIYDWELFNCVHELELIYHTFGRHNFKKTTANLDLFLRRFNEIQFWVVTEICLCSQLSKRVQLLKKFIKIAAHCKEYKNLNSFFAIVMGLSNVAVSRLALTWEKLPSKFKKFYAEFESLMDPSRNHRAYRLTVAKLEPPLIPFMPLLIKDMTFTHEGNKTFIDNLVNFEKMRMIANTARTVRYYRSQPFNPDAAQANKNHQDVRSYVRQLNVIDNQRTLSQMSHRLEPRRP
A549 tox – counter-screen for Nrf2 inhibitors: cytotoxicity in A549 cells. A549 ARE-Fluc cells, CellTiter-Fluor viability, 18-24 h. Potency, µM (titrated, usually from 46 µM), for the others: at the highest dose activity change, negative = cytotoxicity, hits mostly inhibitors. 390,000 compounds, 0.16% hits. AID 504648; note: potency is the fitted concentration of half-maximal effect; % is set by controls: 0 for no effect and ±100 for the full control effect
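Cytotoxicity counterscreen: CellTiter-Fluor fluorescence was measured in A549 ARE_Fluc cells after 18-24 h of compound exposure in a concentration series. The subsequent BugLite luminescent read reports ARE-luciferase activity.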
Nrf2 block – inhibitors of Nrf2 signaling. A549 ARE-Fluc reporter, luciferase luminescence, 18-24 h. Potency, µM (titrated, usually from 46 µM), for the others: at the top dose activity change, negative = inhibition, hits mostly inhibitors. 360,000 compounds, 2.1% hits; note: potency is the fitted concentration of half-maximal effect; % is set by controls: 0 for no effect and ±100 for the full control effect; nearly all actives have a fitted effect of over 60% in size
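Concentration-response testing used A549 ARE_Fluc cells at 5000 cells/well. Following an 18-24 h compound incubation, viability was read by fluorescence (Ex 405/Em 525) and luciferase output by luminescence.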
Nrf2 activator – activators of Nrf2 (ARE) signaling | Potency, µM (series often up to 46.1 µM), inactives show at the highest dose activation, actives largely listed as activators | AREc32 ARE-luciferase reporter (MCF7-derived line), luminescence, 24 h | 410,000 compounds, 0.31% hits | AID 624171; note: potency is the fitted concentration of half-maximal effect; % of control where 0% means no effect; nearly all actives have a fitted effect of over 65% in size
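Cells of the AREc32 ARE-luciferase line are plated in OPTI-MEM containing 5% FBS and left overnight at 37 deg C. Compounds are pinned in, incubation continues 24 hr, and firefly luciferase signal is then measured.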
EPAC2 ag – EPAC2 (human) agonism; 360,000 compounds, 0.079% hits; Q8WZA2; EPAC2 activation, biochemical qHTS; response scale: 100% = 6.5 mM cAMP response; AID 720711; Potency, µM (highest dose often 154 µM), for the others: at the highest dose activation, usual class: activators; note: potency is the fitted concentration of half-maximal effect; nearly all actives have a fitted effect of over 50% in size
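Fluorescence exchange assay: 100 nM EPAC2 with 250 nM RAP1B-BODIPY-GDP and 50 uM GDP; compounds tested as a concentration-titration series (qHTS). Loss of Rap1-bound BODIPY-GDP fluorescence read at 480/540 nm; data normalized to 6.5 mM cAMP.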
Mm-Cpn inhibitor – inhibitors of Methanococcus maripaludis chaperonin (MmCpn); purified Mm-Cpn ATPase, ADP Transcreener TR-FRET; 330,000 compounds, 0.031% hits; AID 504842; Potency, µM (highest dose often 76.9 µM), inactives show top-dose activity, negative = inhibition, hits mostly inhibitors; note: potency is the fitted concentration of half-maximal effect; % is set by controls: 0 for no effect and ±100 for the full control effect; nearly all actives have a fitted effect of over 80% in size
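Measured: ADP formation by purified Mm-CPN. Conditions: 25 nM protein, 10 uM ATP, Tris pH 7.4 with Mg2+, K+ and DTT, 37°C for 30 min. Detection: Transcreener HTRF after 30 min at room temperature.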
TGFb inhibitor – blocks TGF-b signaling | HepG2 CAGA-GFP TGF-b/SMAD3 reporter, GFP fluorescence, 18 h; TGF-beta stimulated, 500 pg/mL final | Potency, µM (doses to about 46.1 µM), without a hit: top-dose activity, negative = inhibition, usual class: inhibitors | 410,000 compounds, 1.2% hits | AID 588855; note: potency is the fitted concentration of half-maximal effect; % is set by controls: 0 for no effect and ±100 for the full control effect; nearly all actives have a fitted effect of over 65% in size
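Cell-based qHTS in HEPG2 carrying a CAGA-GFP Smad reporter; compounds added before 500 pg/mL final TGF-beta, 18 h incubation at 37 degrees C, GFP fluorescence quantified per cell by imaging cytometry.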
Numbers without * were called inactive; i = inactive; ? = inconclusive; . = not tested or not shown; & = joins results of further samples; [ ] = another dose, or the depositor's remark. Unless noted, calls come from the whole dose curve; as a rule, active = well fitted curve in the direction sought with a large enough effect; inconclusive = small, poorly fitted or top-dose-only effect, or another doubt; inactive = no such curve, though single readings can be large; an effect the other way counts as inactive or inconclusive. An excerpt, so the mix of outcomes need not match the whole.

SMILES | CCT chaperon mod | Akt phos inh | EPAC2 antagonist | A549 tox | Nrf2 block | Nrf2 activator | EPAC2 ag | Mm-Cpn inhibitor | TGFb inhibitor
CCc1ccc(C(=O)/C=C/NCc2ccc(F)cc2)cc1 | -3.1 | i | -1% | -3% | 10% | -0.3% | 14% | 0% | 4%
Cc1ccc(-c2nnc(Nc3ccccc3)c3ccccc23)cc1S(=O)(=O)N1CCOCC1 | . | . | . | 4% | -9% | 0.5% | . | . | 21%
O=C(O)Cc1coc2ccc3ccccc3c12 | 2.9 | i | 5% | 7% | 7% | 2.9% | 3% | 1% | 0%
CC(=O)NCc1ccc(S(=O)(=O)NC2CCN(Cc3ccccc3)CC2)cc1 | -2.2 | i | 8% | 4% | 3% | -0.4% | 4% | 1% | -3%
O=C(Nc1ccc2c(c1)[C@H]1C[C@@H](CC(=O)N3CCOCC3)O[C@@H](CO)[C@H]1O2)C1CCOCC1 | -1.1 | i | 0% | . | . | 0.3% | 0% | . | 1%
CC1O[C@@H](O[C@H](C)CC[C@@H](C)O)C(O)C[C@H]1O (stereo partly drawn) | 2.1 | i | 10% | -4% | 7% | 0.6% | 1% | 1% | 5%
CC(C)C1Nc2c(C(=O)O)cccc2C(Nc2ccccc2C(=O)O)C1(C)C (stereo not drawn) | -2.3 | i | 4% | -5% | -15% | -0.8% | 3% | -4% | 6%
CCCCN(C(=O)c1cccc(-n2cccc2)c1)c1c(N)n(CCC)c(=O)[nH]c1=O | -7.9 | i | 6% | -3% | -12% | -0.9% | -6% | -1% | 11%
CCCn1c(=O)[nH]c(=O)c2[nH]cnc21 | -1.4 | i | -1% | -3% | 0% | -0.4% | 4% | 0% | 5%
C=Cc1ccc(CSc2nc(-c3ccc(Cl)cc3)nc3c2Cc2c(CO)cnc(C)c2O3)cc1 | . | . | . | 5% | ? | 0.2% | . | . | 2%
CCCCCC1C(=O)N2C=C(c3ccccc3)c3ccccc3N2C1=O (stereo not drawn) | -2.6 | i | -15% | 12% | 0% | -0.4% | 3% | . | ?
Cc1cc(Cl)ccc1OCCCC(=O)NC1CCN(C)CC1 | -1.6 | . | 2% | 5% | . | 0.1% | 7% | 1% | 14%
Cc1ccc(C(C)C)c(OCCn2cc(C(=O)c3ccco3)c3ccccc32)c1 | . | . | . | -5% | ? | 8.5% | . | . | -27%
CCC(CC)NC(=O)c1n[nH]c(=O)c2ccccc12 | -1.2 | i | 7% | -3% | 18% | -0.3% | 1% | 1% | -2%
CC(=O)c1ccc(NC(=O)c2cc(C3CC3)nc3c2c(C)nn3-c2ccc(C)cc2)cc1 | . | . | . | 4% | 4% | 0.2% | . | . | 0%
O=C(NCc1ccco1)C1CCCN1C(=O)Nc1cccc(Cl)c1 (stereo not drawn) | -1.4 | i | 1% | 1% | 5% | 0.2% | 7% | -1% | -11%
O=S1(=O)NC(=NCc2ccccc2)c2ccccc21 | -0.3 | i | 6% | 17% | . | -0.8% | -9% | 0% | 7%
Cc1cccc(CS(=O)(=O)Cc2ccc(C(=O)NCc3cccs3)o2)c1 | 2.1 | i | 14% | 2% | 10% | 0.1% | 1% | 0% | -28%
O=C(CN1CCN(Cc2ccccc2)CC1)c1c[nH]c2ccccc12 | -2.9 | i | 2% | 2% | -4% | 0.4% | 4% | -1% | 0%
O=C(/C=C/c1ccc([N+](=O)[O-])cc1)c1ccco1 | -2.4 | i | 6% | -10% | -6% | -0.1% | 16% | -4% | ?
CN(CCC#N)C(=O)COC(=O)c1ccc2c(c1)C(=O)N(C1CCCCC1)C2=O | -6.4 | i | -1% | -1% | -11% | -0.4% | 0% | 1% | 16%
O=C(CSc1nnc(-c2ccccc2Cl)o1)Nc1ccc2c(c1)OCCO2 | -1.0 | i | 9% | -4% | 21% | 2.6% | 11% | 0% | 12%
CCCC(C)NC(=O)C1CCN(S(=O)(=O)c2ccccc2)CC1 (stereo not drawn) | -0.5 | . | 8% | 3% | 5% | -0.1% | 7% | 0% | 5%
CCOc1cc(N2CCOCC2)c(OCC)cc1NC(=O)Cc1ccccc1 | -0.4 | i | 2% | -3% | -17% | 2.3% | 4% | 0% | 2%
C=CCn1c(CSc2nc3ccccc3s2)nnc1SCC(=O)NCc1ccccc1 | 2.0 | i | 12% | 1% | ? | 0.2% | -2% | 1% | ?

In the list so far, these contain an aryl thioether with sulfur outside any ring.
SMILES | CCT chaperon mod | Akt phos inh | EPAC2 antagonist | A549 tox | Nrf2 block | Nrf2 activator | EPAC2 ag | Mm-Cpn inhibitor | TGFb inhibitor
C=Cc1ccc(CSc2nc(-c3ccc(Cl)cc3)nc3c2Cc2c(CO)cnc(C)c2O3)cc1 | . | . | . | 5% | ? | 0.2% | . | . | 2%
O=C(CSc1nnc(-c2ccccc2Cl)o1)Nc1ccc2c(c1)OCCO2 | -1.0 | i | 9% | -4% | 21% | 2.6% | 11% | 0% | 12%
C=CCn1c(CSc2nc3ccccc3s2)nnc1SCC(=O)NCc1ccccc1 | 2.0 | i | 12% | 1% | ? | 0.2% | -2% | 1% | ?

Whole records as entered above. Order of values: CCT chaperon mod | Akt phos inh | EPAC2 antagonist | A549 tox | Nrf2 block | Nrf2 activator | EPAC2 ag | Mm-Cpn inhibitor | TGFb inhibitor
CCC(CC)NC(=O)c1n[nH]c(=O)c2ccccc12 in the list: -1.2 | i | 7% | -3% | 18% | -0.3% | 1% | 1% | -2%
CCCC(C)NC(=O)C1CCN(S(=O)(=O)c2ccccc2)CC1 (stereo not drawn) in the list: -0.5 | . | 8% | 3% | 5% | -0.1% | 7% | 0% | 5%
CCCn1c(=O)[nH]c(=O)c2[nH]cnc21 in the list: -1.4 | i | -1% | -3% | 0% | -0.4% | 4% | 0% | 5%

(list continues)
SMILES | CCT chaperon mod | Akt phos inh | EPAC2 antagonist | A549 tox | Nrf2 block | Nrf2 activator | EPAC2 ag | Mm-Cpn inhibitor | TGFb inhibitor
Cc1ccc(C)c(S(=O)(=O)NCc2ccc(C(=O)N3CCOCC3)cc2)c1 | -1.0 | i | 3% | -16% | -4% | -0.1% | 8% | 3% | 0%
COc1ccc(CNc2ccc3cn[nH]c3c2)c(OC)c1OC | -1.9 | i | -2% | -1%[1.84 µM] | -18% | 3.3% | 2% | -2% | ?
c1ccc(N2CCN(c3cccc(-c4cc5ccccc5s4)n3)CC2)nc1 | 0.1 | i | -1% | . | . | -0.8% | 3% | . | 13%
Cc1csc2nc3ccccc3c(=O)n12 | 0.1 | i | 0% | -4% | -11% | 0.3% | 0% | -1% | -2%
CCN1C(=O)/C(=C2/Sc3ccccc3N2CCCS(=O)(=O)O)SC1=S | -3.4&-0.8 | i | -5%&-8% | ? | -24%&-6% | -0.7%&0.3% | -6%&16% | -2%&1% | 10%&11%
CCOC(=O)c1ccccc1NC(=O)CSc1cccc[n+]1[O-] | -2.7 | . | 0% | 5% | -9% | 3.3% | ? | 0% | -18%
CCOc1ccc2ccccc2c1/C=N/NC(=O)c1c(C)cc(C)[nH]c1=O | 1.1 | i | -2% | 0% | -12% | 0.2% | 7% | . | 24%
C=CCSc1nnc(NC(=O)C2CSC3(C)CCC(=O)N23)s1 (stereo not drawn) | -7.6 | i | -4% | 1% | -4% | 0.2% | 10% | -3% | -5%
CCC(=O)N(CCc1ccc(S(N)(=O)=O)cc1)C1CC(=O)N(c2ccc(OC)cc2)C1=O (stereo not drawn) | 0.5 | i | 7% | -3% | 4% | -0.1% | -2% | 0% | 0%
COc1cc(/C=C2/C(=O)NN(c3ccc(Cl)cc3)C2=O)ccc1OC(=O)c1ccco1 | -2.1 | i | -10% | 2% | 2% | 4.1% | 16% | 1% | 0%
O/N=C\c1cccn1-c1nccs1 | -6.2 | i | 0% | -2% | -14% | -0.2% | 10% | -27% | -1%
COc1ccc(CNC(=O)CNC(=O)c2ccc(C(C)(C)C)cc2)cc1OC | -5.1 | i | -4% | 8% | -15% | 2.9% | 12% | 0% | -4%
COc1ccccc1-c1nc2c(c(SCc3ccc(F)cc3Cl)n1)Cc1c(CO)cnc(C)c1O2 | . | . | . | 17% | 0% | 0.8% | . | . | 3%
CC(=O)N1CCN(C(=O)COC(=O)/C=C/c2ccccc2[N+](=O)[O-])CC1 | -0.7 | i | 18% | 0% | 17% | ? | 2% | 1% | 9%
COc1cccc(-c2ccc(C#N)c(SCC(=O)NCCc3ccc(Cl)cc3)n2)c1 | -4.3 | i | -2% | -1% | -21% | -0.3% | 10% | -8% | -4%
O=C(CCSc1ccc(Cl)cc1)NC1CCCC1 | -1.3 | i | -9% | 16% | 0% | 0.2% | 5% | 0% | -9%
CCCCCCOC(=O)C1=C(C)NC(=O)NC1c1ccc2c(c1)OCO2 (stereo not drawn) | 0.0 | i | -16% | -14% | ? | 0.0% | -3% | -5% | -16%
CCn1c(C)nc2cc(C(=O)N/N=C/c3ccccc3)ccc21 | -2.5 | i | -3% | 10% | 4% | 3.2% | 18% | 2% | 1%
CC1CCCN(C(=O)CCS(=O)(=O)c2ccc3c(c2)n(C)c(=O)c(=O)n3C)C1 (stereo not drawn) | -2.1 | i | 9% | 0% | ? | 0.0% | 9% | 0% | -8%
CCOC(=O)C1(CCCc2ccccc2)CCN(C2CCSCC2)CC1 | -3.9 | i | -6% | -8% | 16% | -0.6% | 6% | 4% | -12%
COc1ccc(Br)cc1S(=O)(=O)NCc1ccccc1 | 1.3 | i | -1% | 0% | -3% | -0.4% | 6% | 1% | -12%
COc1ccc(NC(=O)c2ccccc2SCc2ccccc2)cc1 | -2.4 | i | -3% | . | . | -0.7% | 23% | . | -7%
CN=c1scc(C)n1/N=C/c1ccc(O)cc1 | -0.2 | i | 2% | -5% | ? | -0.9% | 1% | -3% | 3%
O=S(=O)(c1cnc(Cl)c(Cl)c1)N1CCCc2ccccc21 | -1.5 | i | -1% | 4% | -3% | ? | 4% | 1% | -19%
